SUMO Mot1 rescue: inhibitors of SUMOylation pathway: yeast Mot1-301 growth rescue | S. cerevisiae Mot1-301 growth rescue, ATP luminescence, 38.5C; percent above DMSO median, 100 means doubled | growth rescue, % at 18.8 µM | 320,000 tested, 1% active | AID 2716;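 active = every valid replicate shows activation above 250% relative to neutral control wells; inactive = the rest, any valid replicate at or below 250%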;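 note: OY570 slx delta 5 strain wells were the positive control but not used for scaling; some compounds called inactive have numbers as strong as hits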
Arrestin-AP2 inh: human beta-arrestin and AP2 interaction inhibition; FITC-arrestin peptide / GST-AP2 beads, flow cytometry; AP2 beta2 appendage carries R879A mutation; inhibition, % at 10 µM; 340,000 tested, 0.31% active; AID 504490;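 active = inhibition above a set limit, near 3 SD of compounds lacking own fluorescence, cut at about 54% in these data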;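 note: plate controls were DMSO wells for no effect and 5 µM unlabelled arrestin peptide for full effect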
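System: GST-AP2 R879A bound to glutathione beads, E. coli-expressed. Also added: 50 nM FITC-arrestin peptide. Schedule: compound with beads 12 min RT, then probe 1 h RT. Signal: bead flow cytometry, FITC channel. Read-out basis: percent response.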
AddAB inh: less growth of phage-infected E. coli with AddAB; E. coli expressing H. pylori AddAB, absorbance growth; inhibition, % at 11.9 µM; 330,000 tested, 0.29% active; AID 435030; in the data active = inhibition above about 12%;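 note: 0% = vehicle wells of infected cells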
phage Ecoli inh: E. coli growth loss with phage present | growth absorbance | inhibition, % at 11.9 µM | 360,000 tested, 0.26% active | AID 651602; in the data active = inhibition above about 11%
Ecoli viability: counter-screen for AddAB inhibitors: E. coli growth inhibition. AID 449728. 330,000 tested, 0.27% active. E. coli V3065 growth, OD600 absorbance, 18 h. inhibition, % at 11.9 µM;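 active = inhibition above the campaign's mean inhibition across all tested compounds plus 3 SD, cut at about 9.9% in these data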;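 note: uninfected addAB+ strain grown without phage in ampicillin broth; 0% = DMSO wells and 100% = ciprofloxacin 0.95 µg/ml wells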
Pemphigus Ab inh: human desmoglein-3 autoantibody binding inhibition. P32926. 310,000 tested, 0.48% active. DSG3-coupled beads, scFv-anti-DSG3-GFP binding, flow cytometry; hits give low values. binding (percent of control), % at 10 µM. AID 588358;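 active = binding more than 3 SD below its plate's average and above zero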;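 note: hits lower antibody fragment binding to DSG3; some compounds called inactive have numbers as strong as hits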
Target sequence (P32926 whole entry, looked up, the tested form may be a part): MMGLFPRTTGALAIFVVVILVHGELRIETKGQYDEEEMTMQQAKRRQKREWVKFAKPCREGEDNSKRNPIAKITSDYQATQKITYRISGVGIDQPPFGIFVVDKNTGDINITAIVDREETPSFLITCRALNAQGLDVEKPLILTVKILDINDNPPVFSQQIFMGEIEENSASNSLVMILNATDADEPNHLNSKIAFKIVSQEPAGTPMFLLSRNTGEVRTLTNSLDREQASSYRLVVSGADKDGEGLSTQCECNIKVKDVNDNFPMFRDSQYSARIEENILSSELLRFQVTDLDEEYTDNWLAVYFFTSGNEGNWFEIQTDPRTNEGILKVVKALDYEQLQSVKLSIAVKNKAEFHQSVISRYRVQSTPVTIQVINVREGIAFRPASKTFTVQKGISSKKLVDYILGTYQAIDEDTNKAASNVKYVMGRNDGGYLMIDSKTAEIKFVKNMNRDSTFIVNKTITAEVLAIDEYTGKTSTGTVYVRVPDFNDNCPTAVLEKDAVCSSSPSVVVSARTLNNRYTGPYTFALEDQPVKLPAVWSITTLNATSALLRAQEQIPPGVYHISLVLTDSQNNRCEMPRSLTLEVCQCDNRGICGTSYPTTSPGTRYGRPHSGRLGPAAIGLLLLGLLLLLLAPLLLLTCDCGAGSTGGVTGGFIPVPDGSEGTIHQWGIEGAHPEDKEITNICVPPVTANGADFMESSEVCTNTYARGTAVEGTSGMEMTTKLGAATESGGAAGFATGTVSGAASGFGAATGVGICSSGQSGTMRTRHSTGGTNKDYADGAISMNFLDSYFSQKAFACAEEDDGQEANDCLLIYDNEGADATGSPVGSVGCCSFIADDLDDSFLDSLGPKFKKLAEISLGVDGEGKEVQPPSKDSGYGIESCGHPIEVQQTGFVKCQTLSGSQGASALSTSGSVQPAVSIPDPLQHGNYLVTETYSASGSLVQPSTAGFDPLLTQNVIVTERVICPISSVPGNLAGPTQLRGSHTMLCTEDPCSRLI
MOR-DOR inv ag: mu-delta opioid heterodimer inverse agonism | AID 504357 | 340,000 tested, 0.21% active | cell-based MOR-DOR heterodimer luminescence | inhibition, % at 9.3 µM | P35372+P41143; in the data active = inhibition above about 22%, passing the limit was not always enough;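 note: 0% = cells with DMSO and 100% = wells without cells with DMSO; values of inactives mirror those of a sister screen read the other way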
PfHsp90 yeast 2: reduces growth (ATP signal) of yeast expressing P. falciparum Hsp90 | S. cerevisiae expressing PfHsp90, BacTiter-Glo ATP, 48 h; yeast lacking PDR1 and PDR3 efflux regulators | inhibition, % at 9.4 µM | 310,000 tested, 0.32% active;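 active = every replicate shows inhibition above about 80%, whatever the replicate mean, limit read from the data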;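 note: 0% = DMSO neutral controls and 100% = 20 µM radicicol positive controls; yeast relying on Plasmodium falciparum Hsp90 in place of its own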
PKA-R1A act: activates the PKA-R1A holoenzyme complex | P00514+P68181 | PKA-R1A dissociation, Cy5-IP20 fluorescence polarization; scaled: DMSO 0%, 113 µM cGMP 100% | activation, % at 11.4 µM | 340,000 tested, 0.083% active;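 active = percent activation above the mean of all tested compounds plus 3 SD, cut at about 19% in these data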;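 note: higher means more PKAc released from R1A so a rise in polarization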
MOR-DOR ag: agonists of human mu-delta opioid receptor heterodimerization; AID 504326; activation, % at 9.3 µM; cells, OPRM1-OPRD1 heterodimerization, luminescence; P35372+P41143; 340,000 tested, 0.3% active; in the data active = activation above about 18%;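 note: 0% = vehicle-treated cells and 100% = reference agonist; values of inactives mirror those of a sister screen read the other way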
Tat transport: blocks Tat-dependent protein export in E. coli. E. coli MC4100 TorA-mCherry Tat export, fluorescence. inhibition, % at 10 µM. 340,000 tested, 0.036% active;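 active = mean replicate inhibition at least 50% and at least half of replicates individually reaching 50%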;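 note: exported cargo escapes ClpAP degradation while cytoplasmic cargo is degraded and loses fluorescence; 0% = median of neutral control wells and 100% = median of NaSCN control wells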
* hit, by the source's call; . = not tested or not shown.

SMILES	SUMO Mot1 rescue	Arrestin-AP2 inh	AddAB inh	phage Ecoli inh	Ecoli viability	Pemphigus Ab inh	MOR-DOR inv ag	PfHsp90 yeast 2	PKA-R1A act	MOR-DOR ag	Tat transport
CCCc1noc2c1/C(=N\O)CCC2	12	-5	2.0	-0.3	0.5	110	-23	-13	4	3.8	-3
Cc1ccc(S(=O)(=O)N2CCC(C(=O)NNC(=O)C3CC3)CC2)cc1Cl	-7	14	1.7	3.6	-3.1	102	8	-21	0	-1.6	2
CC1CCN(c2c([N+](=O)[O-])c(=O)n(-c3ccccc3)c3ccccc23)CC1	6	14	1.5	0.8	1.0	92	-1	-5	6	0.2	-3
Cc1cccc(-n2cc(C(=O)O)c(=O)cc2C)c1	18	-2	3.5	2.6	0.6	92	1	2	5	-0.2	-2
O=C(CCC(=O)OCC(=O)c1ccc([N+](=O)[O-])cc1)NC1CCCCC1	-14	4	1.5	1.2	-1.3	98	17	1	2	-3.2	2
Cn1c(CCC(=O)OCC(=O)NCC(F)(F)F)nc(=O)c2ccccc21	-3	13	3.0	2.9	1.7	108	-2	11	5	0.3	-12
CC(NS(=O)(=O)c1ccc(OCC(=O)NCc2ccccn2)cc1)c1ccccc1 (centres undefined)	-1	14	0.2	3.3	-1.4	108	1	-16	8	-0.2	-4
COc1cccc(NC(=O)Nc2ccc(C(C)(C)C)cc2)c1	.	-4	.	8.2	.	95	-40	-14	-4	6.9	13
N#C/C(=C/c1ccc(F)cc1)c1nc(CCN2C(=O)c3ccccc3C2=O)cs1	-1	12	4.1	0.2	-2.6	104	10	.	10	-2.0	-5
Cc1ccc(-c2nnc(C)c(N3CC(C)OC(C)C3)n2)cc1 (centres undefined)	2	4	2.6	2.4	-3.0	97	14	13	-19	-3.3	5
CN(C)c1ccc(C(C(=O)NC2CCCC2)N(Cc2cccnc2)C(=O)c2snc(C(N)=O)c2N)cc1 (centres undefined)	184	0	3.4	1.1	0.6	105	28	6	-2	-5.2	-11
O=C(NC1CCCC1)C1CC(=O)N(c2ccc(F)c(Cl)c2)C1 (centres undefined)	-26	-6	0.4	1.4	-4.2	97	3	16	0	-0.6	4
CCC(C)n1c(SCC(=O)Nc2cc(C)on2)nc2ccccc2c1=O (centres undefined)	225	-3	3.1	3.6	-1.2	106	4	-38	-2	-0.7	2
CC(Oc1ccccc1)C(=O)N=C1SC2CS(=O)(=O)CC2N1Cc1ccccc1 (centres undefined)	1	0	1.3	2.8	-0.6	106	4	-4	-3	-0.8	2
COc1ccccc1/C=C/C(=O)OCC(=O)Nc1ccc2c(c1)OCCO2	.	11	3.1	-0.9	-2.4	104	0	8	6	-0.1	-7
O=C(NCC1COCCO1)c1ccc2nc(Cc3cccc(Cl)c3)oc2c1 (centres undefined)	23	-8	4.6	4.7	0.5	102	23	18	5	-3.3	-2
COc1cccc(-c2ccc(NC(=O)C3CCCN(Cc4cnc(N(C)C)s4)C3)cc2)c1 (centres undefined)	65	-15	0.2	2.4	-1.7	112	-5	-12	0	1.1	5
COC(=O)c1sccc1S(=O)(=O)Nc1ccc(N2CCCCC2)cc1	-16	20	2.3	2.8	0.0	.	2	-23	1	-0.3	2
Clc1ccc(-c2csc(N3CCN(c4ccccc4)CC3)n2)cc1	18	17	1.4	-0.2	0.2	104	9	-2	-3	-1.6	-22
CC1CC(C)(C)NC(=S)N1CCCC(=O)Nc1ccc(Cl)cc1 (centres undefined)	4	8	2.4	1.8	-1.3	101	10	36	6	-2.2	0
COc1ccc(-n2ncc(C(C)NS(=O)(=O)c3ccc(C)s3)c2C)cc1 (centres undefined)	-7	29	-1.3	-0.1	-2.4	107	-14	-7	-3	3.4	0
COC(=O)c1ccc(CN2CCCCC2)cc1	-3	-7	-2.1	4.0	0.2	.	-1	-2	-5	0.2	4
Cc1ccc2[nH]c(=O)c(CN(CC3CCCO3)S(=O)(=O)c3c(C)ccc4nsnc34)cc2c1 (centres undefined)	-1	-13	2.5	1.2	0.8	.	14	13	8	-2.5	6
COc1ccc(NC(=O)c2cc(-c3cccc(OC)c3)on2)cc1	37	-8	0.4	2.4	0.4	82	9	-4	-4	-1.7	23
COc1cc(C2CC(=O)c3cnc(N4CCN(Cc5ccccc5)CC4)nc3C2)cc(OC)c1OC (centres undefined)	4	5	6.1	1.4	-0.9	103	16	-13	-11	-2.5	6
COc1ccc(NC(C)=O)cc1CP(=O)(c1ccccc1)c1ccccc1	62	-4	-2.0	-0.9	-1.4	99	9	-12	-8	-1.8	0
CC(=O)c1ccc(OCC(O)COc2ccc(C(C)=O)cc2)cc1	-17	6	0.4	1.9	1.5	84	-4	6	-9	0.7	-9
CCOC(=O)N1CCC(NC(=O)C2=CCN(S(=O)(=O)c3ccccc3)CC2)CC1	-10	-12	4.2	-0.1	-0.7	101	7	6	-2	-1.4	-1
CCCc1c(C)nc2c(Br)cccc2c1Cl	-12	0	2.7	3.7	-1.2	106	-12	16	-10	1.7	-6
COc1ccc(-c2cn3c(C)c(C(=O)Nc4ccncc4)sc3n2)cc1	-12	1	3.7	-0.1	0.1	98	-6	12	-4	1.2	9
Cc1ccc(NC(=O)NCC2CCN(Cc3cccc(Cl)c3)CC2)c(Cl)c1	79	7	-0.9	-0.3	-0.4	105	-2	10	-4	0.3	25
CC(CCc1ccccc1)NC(=O)C(C)OC(=O)c1ccco1 (centres undefined)	-11	-13	-1.9	3.8	-0.3	100	0	.	1	-0.1	-2
COc1ccc(C=C2C=C(C(C)(C)C)C(=O)C(C(C)(C)C)=C2)cc1OC	2	10	5.2	2.1	-0.7	182	-26	6	-3	5.5	19
CN(CC(=O)NNC(=O)CNC(=O)c1cccs1)S(=O)(=O)c1ccc(Cl)cc1	45	14	3.1	4.1	-0.2	103	-5	9	-14	0.7	4
COC(=O)c1ccc(N=c2sc(C(=O)OC)cc(=O)n2C)cc1	.	-1	.	-0.5	.	93	2	-12	-8	-0.3	1
COc1cccc(N(C(=O)CCl)C(C(=O)NCCc2ccccc2)c2cccs2)c1 (centres undefined)	45	1	5.4	1.2	0.0	98	-362	-1	-4	68*	-5
C=CCc1cccc(/C=N/NC(=O)C(=O)Nc2ccc(C)cc2)c1O	10	15	3.8	6.8	0.9	100	.	0	.	.	-5
CCOc1ccc2c(ccc(/C=C/c3cc(C)c4cccnc4c3O)[n+]2C)c1	.	40	.	.	.	.	3	115*	11	-0.6	1
Cn1nccc1C(=O)Oc1cccc(/C=N/NC(=O)c2ccccc2O)c1	-4	22	1.0	1.7	0.1	90	16	-5	-3	-2.6	-8
O=S(=O)(NCCOc1cccc2cccnc12)c1ccc(F)cc1	-22	1	0.8	0.9	-2.4	86	5	0	-2	-0.9	-8

Copied from the list.
For Ecoli viability, `O=C(NC1CCCC1)C1CC(=O)N(c2ccc(F)c(Cl)c2)C1` (centres undefined) has -4.2
For MOR-DOR ag, `Cc1ccc(NC(=O)NCC2CCN(Cc3cccc(Cl)c3)CC2)c(Cl)c1` has 0.3
For PfHsp90 yeast 2, `COc1ccccc1/C=C/C(=O)OCC(=O)Nc1ccc2c(c1)OCCO2` has 8

The listing continues:
SMILES	SUMO Mot1 rescue	Arrestin-AP2 inh	AddAB inh	phage Ecoli inh	Ecoli viability	Pemphigus Ab inh	MOR-DOR inv ag	PfHsp90 yeast 2	PKA-R1A act	MOR-DOR ag	Tat transport
CSCC[C@H](NC(=O)Cc1c(C)c2cc3c4c(oc3cc2oc1=O)CCCC4)C(=O)O	-5	15	0.0	-0.7	-1.7	101	14	-21	3	-2.8	-6
CCn1c(=O)c(C(=O)Nn2c(C)nc3ccccc3c2=O)c(O)c2ccccc21	4	-7	1.2	3.2	-0.6	106	2	.	1	-0.3	3
CN1CCN(CC#Cc2ccccc2)CC1CCO (centres undefined)	-14	-3	3.5	-0.6	-0.7	111	17	26	-19	-3.3	1
O=C(NCCN1C(=O)S/C(=C\c2ccccc2)C1=O)C1CCN(S(=O)(=O)c2cccs2)CC1	360	-2	1.5	1.4	-2.3	90	16	-19	-6	-3.2	3
CCCCn1nc2cc(C(=O)NC3CCCc4ccccc43)ccc2c1OCC (centres undefined)	3	-9	1.7	-0.1	2.8	.	10	-11	-5	-1.7	4
Cc1nn(-c2ccc(N3CCCCC3)nn2)c(C)c1CCC(=O)Nc1cc(F)ccc1F	151	-4	6.0	3.3	1.0	101	0	-30	-9	0.0	-5
CCc1cc2c(=O)c(-c3nc4ccccc4n3C)c(C)oc2c(CN2CCN(CCO)CC2)c1O	466	10	-0.3	2.8	-0.9	98	7	8	6	-1.3	0
O=C(NCc1ccc(F)cc1)C(c1ccccc1)N(C(=O)c1csnn1)C1CC1 (centres undefined)	0	-18	1.0	3.8	3.8	100	7	0	9	-1.5	-2
Cn1c(=O)c2[nH]c(CCCCCCCc3nc4ccccc4[nH]3)nc2n(C)c1=O	.	30	.	1.4	.	94	2	.	-3	-0.4	-3
CCOC(=O)C1(Cc2cccc(OC)c2)CCCN(Cc2cc(C(C)C)n[nH]2)C1 (centres undefined)	-6	10	-1.6	1.6	-1.6	153	-1	-3	8	0.2	-6
COc1cc(/C(C)=N/NC(=O)c2nnn(-c3nonc3N)c2-c2cccs2)ccc1O	0	49	3.6	0.6	-0.1	111	14	-20	4	-2.7	0
CCCCOc1c(Cl)cc(CNC(C)(C)CO)cc1OCC	-4	-3	1.0	1.9	-0.4	101	-10	-15	-8	1.7	1
CCCn1c(N)c(N(CCOC)C(=O)c2ccc(-c3ccc(Cl)cc3)o2)c(=O)[nH]c1=O	12	-1	-5.8	2.7	-2.4	99	8	-24	1	-1.3	-2
COCCN(C(=O)c1cccc(-n2cnnn2)c1)c1c(N)n(CC(C)C)c(=O)[nH]c1=O	-5	18	3.4	2.7	3.2	99	6	-18	-3	-0.9	4
CC(C)(C)C1C/C(=C/c2ccccn2)C(=O)/C(=C/c2ccccn2)C1 (centres undefined)	28	-12	1.3	.	-1.4	96	-3	100*	9	0.6	-7
Cc1ccc(S(=O)(=O)NCC(=O)NCC(=O)N(C)Cc2ccc3ccccc3c2)cc1C	13	15	2.4	-1.0	-0.3	.	0	14	-8	0.1	9
Cc1cc(C)cc(NC(=S)NCCc2c[nH]c3ccccc23)c1	2	11	4.6	0.6	5.0	90	-5	-32	1	0.8	8
Cc1nc2ccccc2c(=O)n1NC(=O)c1cccc([N+](=O)[O-])c1	94	32	-1.4	2.3	-2.4	104	8	1	-1	-1.4	-12
CN(C)c1ccc(C2N(C)C(=O)c3ccccc3N2C)cc1 (centres undefined)	-4	-7	.	-0.6	.	107	1	-34	4	-0.1	0

Bioassay records: PubChem, several laboratories
